NR2E3 ag-1 – agonists of human NR2E3 nuclear receptor. Q9Y5X4. CHO-S Gal4-NCOR/VP16-NR2E3 two-hybrid, luciferase. inhibition of corepressor binding, % at 3.98 µM. 360,000 tested, 0.35% active. AID 602229;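 active = inhibition above the mean of all tested compounds plus 3 SD, cut at about 70% in these data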;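 also: 0% = DMSO with NR2E3 transfected cells and 100% = cells lacking NR2E3 construct; higher means lower luciferase signal from less NR2E3 corepressor binding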
Target sequence (Q9Y5X4 whole entry, looked up, the tested form may be a part): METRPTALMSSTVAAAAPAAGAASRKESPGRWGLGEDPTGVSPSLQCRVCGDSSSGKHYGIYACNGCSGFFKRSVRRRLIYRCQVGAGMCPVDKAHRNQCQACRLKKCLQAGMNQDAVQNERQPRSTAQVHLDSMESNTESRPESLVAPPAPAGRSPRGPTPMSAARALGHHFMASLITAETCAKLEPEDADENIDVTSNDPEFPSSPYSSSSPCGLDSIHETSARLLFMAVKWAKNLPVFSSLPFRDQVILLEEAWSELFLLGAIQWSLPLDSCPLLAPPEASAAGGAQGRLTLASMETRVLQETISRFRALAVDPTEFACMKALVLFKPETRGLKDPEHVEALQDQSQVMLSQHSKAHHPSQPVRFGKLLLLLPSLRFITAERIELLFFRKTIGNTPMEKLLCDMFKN
CaV13 ICDI inh – Primary screen for inhibitors of IQ motif and Ca2+-dependent inactivation inhibitor domain binding in CACNA1D, Förster resonance energy transfer in living cells, … | HEK cells, CFP/YFP FRET ICDI-IQ, plate reader, 10 min; percent FRET-ratio fall versus neutral wells | inhibition, % at 12.3 µM | 340,000 tested, 0.098% active | AID 743397;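 active = mean replicate inhibition of at least 30% and at least 1% of replicates passing that level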;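 also: 0% = median of the neutral control wells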
NR2E3 ag-2 – NR2E3 (human) agonism; AID 2300; 320,000 tested, 0.12% active; GST-NR2E3/biotin-RetCOR TR-FRET, 1536-well; Q9Y5X4; inhibition of corepressor binding, % at 4.78 µM;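 active = percent inhibition above the cutoff of mean plus 3 SD of all tested compounds, set per screening campaign, cut at about 20% in these data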;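 also: 0% = DMSO wells and 100% = biotin wells as full block of FRET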
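Material: NR2E3–RetCOR corepressor complex | Quantity: 1.35 nM GST-tagged NR2E3 final | Schedule: 5 h at 4 °C | Replication: Singlicate compound wells | Reagent: RetCOR corepressor, biotinylated, 7 nM | Controls: Biotin wells as high control, 0.6% DMSO wells as low control | Signal: TR-FRET, Eu(K)-anti-GST donor, streptavidin-D2 acceptor, ex 340, em 617/671 nm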
TRPM1 prom inh – MITF TRPM1 promoter inhibition in SK-MEL-5 cells. SK-MEL-5 TRPM1 promoter luciferase, 24 h. inhibition, % at 12.5 µM. 330,000 tested, 0.83% active. AID 488899;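 active = mean inhibition across replicates of 60% or more, whatever share of single replicates reaches that level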; also: values of inactives mirror those of a sister screen read the other way
HIF-2a inh – HIF-2a inhibition | 360,000 tested, 0.72% active | inhibition, % at 18.8 µM | 786-0 RCC cells HIF-2a reporter, luciferase luminescence, overnight;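 active = inhibition of the luminescence signal of 40% or more relative to plate controls, in a single-dose primary screen at 18.75 µM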
CF NFkB inh – blocks PAF-induced NF-kB reporter in cystic fibrosis cells; AID 588850; 360,000 tested, 0.86% active; inhibition, % at 5 µM; KKLEB NF-kB-GFP reporter, GFP fluorescence overnight;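 active = at least 50% inhibition at 5 µM, scaled per plate between neutral and stimulator controls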;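 also: PAF is a Pseudomonas aeruginosa culture filtrate used as stimulus; plate controls were PAF-stimulated DMSO wells for no effect and unstimulated DMSO wells for full effect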
KKLEB cytotox – CF airway cell cytotoxicity counter-screen. KKLEB CF airway cells viability, ATPlite luminescence, overnight; hits give low values; cells stimulated with P. aeruginosa culture filtrate. activity change (cytotoxicity), % at 5 µM. 360,000 tested, 0.36% active. AID 602141;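 active = corrected activity change at or below -50% at 5 µM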
Shn3 3UTR inh – inhibitors of Schnurri-3 3'UTR reporter in osteoblasts; 360,000 tested, 0.52% active; AID 588674; Clone20 osteoblast Shn3 3'UTR firefly luciferase, 24 h; inhibition, % at 12.5 µM;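 active = mean inhibition of at least 75% with every replicate also reaching 75%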;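 also: 0% = median of neutral control wells and 100% = pilot-screen positive control compound; some compounds past the cut are filed as inactive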
PDI inh – PDI (human) enzyme inhibition; inhibition, % at 10 µM; P07237; 350,000 tested, 0.052% active; PDI insulin aggregation turbidity, A650, 90 min; AID 588391;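 active = mean inhibition across replicates of 30% or more, whatever share of single replicates reach that level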;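 also: absorbance from insulin aggregation driven by PDI reduction with DTT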
Target sequence (P07237 whole entry, looked up): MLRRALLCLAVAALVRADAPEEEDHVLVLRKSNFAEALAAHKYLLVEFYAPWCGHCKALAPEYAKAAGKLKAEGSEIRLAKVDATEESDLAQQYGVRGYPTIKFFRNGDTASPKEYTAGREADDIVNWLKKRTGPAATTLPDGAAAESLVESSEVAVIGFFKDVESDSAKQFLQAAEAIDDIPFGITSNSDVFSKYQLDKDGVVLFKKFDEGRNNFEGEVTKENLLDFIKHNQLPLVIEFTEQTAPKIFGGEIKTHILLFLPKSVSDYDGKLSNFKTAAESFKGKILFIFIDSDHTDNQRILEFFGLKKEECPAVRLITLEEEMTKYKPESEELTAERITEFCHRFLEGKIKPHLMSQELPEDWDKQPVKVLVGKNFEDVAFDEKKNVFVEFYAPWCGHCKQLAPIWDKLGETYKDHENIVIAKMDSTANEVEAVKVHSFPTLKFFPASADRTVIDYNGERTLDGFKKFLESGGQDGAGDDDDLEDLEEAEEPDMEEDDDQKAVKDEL
Peg3 prom inh – reduces Peg3 promoter-driven luciferase expression in HeLa; HeLa PEG-Prom luciferase reporter, luminescence, overnight; inhibition, % at 20 µM; 360,000 tested, 1.7% active; AID 588405;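 active = inhibition of at least 50% at 20 µM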
Vif imaging – inhibitors of HIV Vif. HEK293T cells, Vif self-association by quenched fluorescence, imaging, 24 h. 340,000 tested, 0.35% active. AID 602346. inhibition, % at 7.49 µM; in the data active = inhibition above about 50%, passing the limit was not always enough; also: some results filed as inactive read as strong as hits
The depositor's hits bear a star; nt = not tested or not shown.

SMILES	NR2E3 ag-1	CaV13 ICDI inh	NR2E3 ag-2	TRPM1 prom inh	HIF-2a inh	CF NFkB inh	KKLEB cytotox	Shn3 3UTR inh	PDI inh	Peg3 prom inh	Vif imaging
O=C(Nc1ccc(S(=O)(=O)N2CCOCC2)cc1)c1c(F)cccc1F	-22	-3	-2	-15	11	-4	7	6	14	5	26
CN(CC(=O)Nc1ccccc1Cl)C(=O)COC(=O)CCN1C(=O)C2CC=CCC2C1=O (configuration not stated)	-2	-3	0	-18	14	2	19	-7	2	11	10
COC(=O)C1=CN(C2CCCCC2)C=C(C(=O)OC)C1c1ccc2c(c1)OCO2	12	-5	2	-2	33	8	-16	15	-3	15	-13
O=C(CSc1ncnc2scc(-c3ccccc3)c12)NC1CCS(=O)(=O)C1 (configuration not stated)	-17	-6	-3	-3	16	-3	3	nt	-2	19	-7
COc1ccc(S(=O)(=O)Nc2cc3c4c(oc3c3ccccc23)CCCC4=O)cc1	-116	nt	5	37	2	2	-6	20	0	22	nt
COCCN(CCOC)C(=O)c1ccc(NS(=O)(=O)c2ccc3[nH]c(=O)[nH]c3c2)cc1	-13	-6	2	3	-1	13	-4	5	7	13	7
C[C@@]12C(=O)N(c3ccc(C(F)(F)F)cc3)C(=O)N1[C@@H]1c3ccccc3OC[C@@H]1[C@H]2c1ccccc1	-10	nt	2	9	17	16	-26	-4	-4	8	nt
O=C(CCc1n[nH]c(=O)[nH]c1=O)Nc1cccc([N+](=O)[O-])c1	19	-4	1	-12	15	-2	5	-5	6	18	-2
Cc1cc(CNC[C@H]2O[C@@H](n3ccc(=O)[nH]c3=O)[C@H](O)[C@@H]2O)no1	0	-3	nt	nt	19	-4	13	2	nt	1	4
CCOC(=O)Cc1csc(SCC(=O)Nc2sc3c(c2C(N)=O)CCC3)n1	7	-5	-2	-6	10	0	4	-4	-7	2	2
Cc1nn(Cc2ccc(Cl)cc2)c(Cl)c1/C=N/NC(=O)CNc1ccccc1F	8	-6	0	-18	-56	-14	3	-3	12	2	-2
COC(=O)C1=C(C)N(Cc2ccco2)C(=O)N[C@@H]1c1ccc(Br)cc1	2	-5	1	-8	0	-6	-6	16	2	-2	13
COc1ccc(NC(=O)c2cnc3n(c2=O)CCS3)cc1OC	5	-5	5	nt	-108	-2	1	-7	2	-45	26
CCC1CCc2sc(C(=O)O)cc2C1 (configuration not stated)	-8	-1	0	15	16	12	-11	-2	-6	5	-2
Cc1cc(C)c2c(N)c(C(=O)C(C)(C)C)sc2n1	-12	-4	-1	-8	-27	1	4	-18	-10	-149	0
COCCNC(=O)c1nn2c(C(F)(F)F)cc(-c3ccccc3)nc2c1Cl	-18	-5	1	-1	10	4	-4	7	-3	9	106*
CCN(CC)C(=O)C1=C(C)N(Cc2ccc(OC)cc2)C(=O)C(CC(=O)NC(c2ccccc2)c2ccccc2)C1 (configuration not stated)	-30	-6	nt	nt	3	-17	12	10	1	4	0
COc1ccc(Oc2nccc(-c3ccc(Cl)cc3)n2)cc1	-22	-5	0	-30	-100	-4	-10	-5	-2	-68	-3
COc1cccc(C2c3[nH]c4ccccc4c3CCN2C(=O)Cn2cncn2)c1OC (configuration not stated)	-17	-5	2	18	23	-5	0	5	1	10	-2
Cn1c(Cc2csc(N)n2)nnc1SCC(=O)NCc1ccccc1	0	-9	1	-9	3	9	0	-16	3	3	10
COc1ccc(C2NC(=O)C(C#N)=C(S)N2c2ccc(C)cc2)cc1OC (configuration not stated)	-5	-5	-2	-5	-2	-17	1	-17	-2	19	2
Cc1cc(S(=O)(=O)NCC(c2ccccc2)c2ccccc2)ccc1-n1cnnn1	-22	-6	1	-6	-12	6	2	11	9	14	-8
CC(=O)NNC(=O)CCn1c2c(c3ccccc31)CCCC2	-9	-4	-2	-9	15	25	-8	2	-4	2	-4
CC1CC(C)CN(C(=O)CSc2nnc(N)s2)C1 (configuration not stated)	8	-3	1	2	1	-16	13	9	0	3	13

Sorted by the number under Shn3 3UTR inh (falling): some entries from above.
SMILES | Shn3 3UTR inh
CC(=O)NNC(=O)CCn1c2c(c3ccccc31)CCCC2 | 2
Cn1c(Cc2csc(N)n2)nnc1SCC(=O)NCc1ccccc1 | -16
COc1ccc(C2NC(=O)C(C#N)=C(S)N2c2ccc(C)cc2)cc1OC (configuration not stated) | -17

Additional results.
SMILES	NR2E3 ag-1	CaV13 ICDI inh	NR2E3 ag-2	TRPM1 prom inh	HIF-2a inh	CF NFkB inh	KKLEB cytotox	Shn3 3UTR inh	PDI inh	Peg3 prom inh	Vif imaging
CN(C)CCC1(c2ccccc2)CCN(C)C1=O (configuration not stated)	17	-6	nt	nt	10	-29	9	0	3	-3	0
CN(CC(=O)Nc1ccc(Cl)cc1)C(=O)CNC(=O)Cc1cccc2ccccc12	8	-3	4	1	-4	-17	-7	6	4	-4	37
CCOC(=O)c1c(-c2ccc(C)o2)csc1NC(=O)COC(=O)c1cccs1	-21	-5	-1	-3	14	13	-4	6	-3	-4	-7
CNc1nc(Nc2ccc(C)c(Cl)c2)nc(N)c1[N+](=O)[O-]	-92	-5	0	3	-265	16	-2	-105	-4	-132	-4
Cc1ccc(C(=O)OC2=CC(=O)CC(C)(C)C2)cc1	-13	nt	-3	6	14	5	3	-4	-3	-6	21
CCCCC(=O)NCc1ccc(Cl)cc1	-3	-5	0	-8	-8	-10	1	-8	-4	-6	-1
O=C(NCCCN1CCCCC1)c1ccc2c(c1)ncn2C1CCCC1	-21	-8	2	-2	11	-19	20	-28	-9	20	20
Cc1cccc(NC(=O)CN2CCCCCC2)c1	-8	-2	2	3	-20	-22	3	-12	3	-18	-9
CC(=O)c1c(C(C)=O)c(C)n(-c2ccc(O)cc2)c1C	-17	-8	4	1	11	4	-10	20	2	-1	2
C[C@@H]1CN([C@H](C)CO)C(=O)CCCn2nncc2CO[C@H]1CN(C)C(=O)c1ccc2ccn(C)c2c1	-33	-4	nt	nt	10	-20	9	-42	-7	5	-4
Cc1nn(C)c(C(=O)N2CCc3ccccc32)c1Br	0	-5	-2	11	3	-24	8	5	-4	16	19
CC(=O)Nc1ccc(S(=O)(=O)NCCC(=O)OCC(=O)N2CCN(C(=O)c3ccco3)CC2)cc1	14	nt	3	13	14	1	10	-2	-38	5	nt
O=C(Nc1ccccc1O)c1ccc(NS(=O)(=O)c2cccc3cccnc23)cc1	-74	-7	1	40	-474	-119	10	-323	nt	4	-1
CSc1nnc(-c2cc(C)on2)n1-c1ccccc1	-6	-7	-1	4	10	8	1	-17	1	-11	-3
COCCCN1C(=O)c2ccccc2C1C(=O)NC1CCCCCC1 (configuration not stated)	9	-7	1	7	-2	8	-4	-19	-4	-9	7
Cn1c(SCC(=O)Nc2ccccc2Oc2ccccc2)nnc1C1CC1	-9	-2	3	-6	4	6	6	2	12	1	-5
CCn1c(SCC(=O)N2CCCCC2)nc2c(c1=O)SCC2	-34	-3	-2	-3	11	-6	8	6	-1	13	-1
CC1CC(C)CN(C(=O)CSc2nc(Cc3cccs3)nc3ccccc23)C1 (configuration not stated)	9	-5	-2	-2	-28	-1	2	-3	2	-18	-3
O=C(COC(=O)COc1cccc(F)c1)NCCC1=CCCCC1	-14	-4	-3	8	5	14	0	-13	-11	4	3
CCCOC(=O)c1ccc(NC(=O)C(=O)NCC2CCCO2)cc1 (configuration not stated)	-21	-1	-1	-37	-64	23	-2	9	-4	-99	0
C=CCOc1ccc(/C(O)=C2\C(=O)C(=O)N(CCCOC)C2c2ccncc2)cc1 (configuration not stated)	-3	nt	5	12	-11	3	-6	-13	24	5	3
CC(C)(C)C(=O)N=C1SC2CS(=O)(=O)CC2N1c1ccc2c(c1)OCO2 (configuration not stated)	-21	-3	-1	0	10	-16	10	-6	5	-4	-6
COc1ccc(N2CCN(C(=O)c3[nH]c(C(F)(F)F)nc3-c3ccccc3)CC2)cc1	-11	-4	nt	nt	2	1	-5	-2	nt	6	-2
COc1ccc(/C=N/NC(=O)c2cc(C)oc2C)cc1OCc1ccccc1	-24	-2	2	9	-42	-70	-8	2	7	2	10
O=C(c1ccc(F)cc1)N1CCC(n2nnc3ccccc32)CC1	-5	-7	-1	-1	21	-11	3	17	-3	16	-2
Cc1nnc(SCC(=O)N2CCc3ccccc32)n1-c1ccccc1	7	nt	2	1	24	2	6	-1	-11	-3	nt
C/C(=N\NC(=O)c1ccc(CSc2nc(C)cc(C)n2)cc1)C1CCCCC1	6	-6	0	11	14	1	16	-15	-5	12	5
COC(=O)Cn1cnc2c(C#N)c3n(c2c1=O)CCCC3	-3	-3	3	14	-15	9	11	-2	0	-13	0
O=C(NCc1ccccc1)C1CC(=O)N(C2CCCCCC2)C1 (configuration not stated)	-15	-19	0	0	11	-8	-5	-2	3	-1	0
O=C(Nc1ccc(N2CCOCC2)cc1)c1cccc2ccccc12	-36	-2	2	-22	-100	2	5	-15	-3	-60	7
CN(CC(=O)Nc1ccc(C#N)cc1)Cc1ccc(Cl)c(Cl)c1	-6	-4	2	-9	18	-24	2	-6	-5	10	-25
O=C(NC1CCCc2ccccc21)c1ccc(F)cc1F (configuration not stated)	-18	-5	3	5	-3	-2	4	12	-14	3	11
O=C(c1cccs1)N1C[C@@H](n2cc(C3CC3)nn2)[C@H](O)C[C@@H]1c1ccccc1	-16	-4	nt	nt	1	-1	1	5	-3	-7	-2
COc1ccc(NC(=O)C(=S)N2CCCC2)cc1	-38	-3	-2	-18	-113	-3	6	-28	-2	-65	0
COn1c(C)c(C(C)=O)c2c3no[n+]([O-])c3ccc21	-5	-1	-1	-4	15	-28	-17	-23	-5	19	-8
COc1ccc2[nH]c(=O)c(NC(N)=S)nc2c1	-4	-7	-5	-10	-30	-37	9	-17	2	-30	nt
COc1ccc(CCNc2oc(-c3cccc4ccccc34)nc2P(=O)(OC)OC)cc1OC	-19	-16	-3	-6	17	-6	14	-10	2	27	-18
O=C(NCC1CCCO1)C1CCN(S(=O)(=O)N2CCCC2)CC1 (configuration not stated)	-7	nt	3	-6	11	-11	4	2	-7	-4	-3
Cc1ccc(C(=O)N/C(=C\c2ccc(Br)cc2)c2nc(=S)[nH][nH]2)cc1	-14	-8	2	11	-98	-23	14	-4	6	-23	2
O=C1/C(=C\c2ccc(-c3ccccc3Cl)o2)SC(=S)N1CC1CCCO1 (configuration not stated)	-10	-5	-4	-9	-113	15	-20	5	-9	-27	4
COc1ccc(OC)c(C(c2nnnn2C2CCCC2)N2CCN(c3ccccc3F)CC2)c1 (configuration not stated)	-7	-2	0	2	-7	-8	5	22	-8	21	-13

Source: PubChem
